Screening results as filed in PubChem BioAssay.
GASC-1 inh: inhibitors of GASC-1 histone demethylase, primary screen, biochemical, fluorescence, DELFIA europium; inhibition, % at 2.35 µM; actives 0.069% (n = 330,000); GST-JMJD2C(1-420) H3K9me3 demethylation; AID 2099, 2009; Lysine-specific demethylase 4C (Homo sapiens), Q9H3R0;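 active = more than half of a compound's replicate wells show inhibition beyond 50%, single wells judged on their own value; inconclusive = some, but no more than half, of replicates pass 50% inhibition; inactive = no replicate passes 50% inhibition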;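 also: signal counts dimethyl H3K9 product captured on neutravidin plate; 0% = median of DMSO wells and 100% = 0.3 times that DMSO median; strong numbers were not always called active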
Target sequence (Q9H3R0 1-420 limits assumed): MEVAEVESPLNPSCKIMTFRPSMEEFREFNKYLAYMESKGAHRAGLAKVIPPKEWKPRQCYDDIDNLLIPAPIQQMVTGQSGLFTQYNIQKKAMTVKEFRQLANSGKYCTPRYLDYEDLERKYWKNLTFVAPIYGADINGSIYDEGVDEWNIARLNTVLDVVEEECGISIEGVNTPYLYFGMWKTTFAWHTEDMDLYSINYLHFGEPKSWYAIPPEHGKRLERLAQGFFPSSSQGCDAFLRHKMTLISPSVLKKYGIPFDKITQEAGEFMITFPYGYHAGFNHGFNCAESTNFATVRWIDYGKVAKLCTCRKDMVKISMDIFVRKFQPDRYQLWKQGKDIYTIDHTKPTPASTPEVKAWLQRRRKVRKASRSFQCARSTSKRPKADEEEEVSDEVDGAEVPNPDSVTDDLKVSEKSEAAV
RPL19A-GFP yeast: RPL19A-GFP expression modulators in yeast, primary screen, cell-based, S. cerevisiae, multiplex flow cytometry, MLPCN | AID 2025, 2009 | S. cerevisiae RPL19A-GFP strain, 3 h; active compounds read low | percent response vs DMSO, % at 10 µM | actives 0.3% (n = 330,000);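 active = percent response vs DMSO below 50%; inconclusive = fewer than 70 events counted for the yeast strain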;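 also: median channel GFP fluorescence of the barcoded RPL19A-GFP strain; ratio of sample median GFP to plate DMSO average so 100% = DMSO; lower means less RPL19A-GFP as with rapamycin TOR inhibition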
CR mimetic SO: reduction of superoxide in aged yeast, primary screen, HTS; S. cerevisiae aged cells, superoxide DHE fluorescence; active compounds read low; superoxide response (% of plate mean), % at 10 µM; actives 0.18% (n = 330,000);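 active = superoxide response under a set limit, about three screen SD below normal, cut at about 65% in these data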;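 also: yeast aged for seven days with compound at 30 °C before DHE staining; 100% = average MFI of all compound-treated wells on the plate with controls excluded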
LAP4-GFP MLPCN: modulators of LAP4-GFP expression in yeast, primary screen, S. cerevisiae, multiplex flow cytometry, MLPCN library; 3 h; median GFP as percent of DMSO wells; GFP response vs DMSO, % at 10 µM; actives 0.34% (n = 320,000);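 active = GFP response vs DMSO above a set limit, about the screen mean plus 3 SD, cut at about 150% in these data; inconclusive = under 70 cell events counted for the yeast strain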
AHR activator: AHR activators, primary screen, cell-based, luminescence, luciferase reporter, human. actives 2.5% (n = 320,000). activation, % at 5 µM. Aryl hydrocarbon receptor (Homo sapiens), P35869. AHR-responsive luciferase reporter cells; in the data active = activation above about 47%;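 also: 0% = vehicle wells and 100% = reference agonist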
MEP2-GFP yeast: modulators of MEP2-GFP levels in yeast, primary screen, S. cerevisiae, multiplex flow cytometry, MLPCN library; S. cerevisiae MEP2-GFP strain, 3 h; 100% = DMSO control level; actives 0.51% (n = 330,000); AID 2016, 2009; GFP response vs DMSO, % at 10 µM;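 active = GFP response versus DMSO above a set limit, roughly screen mean plus 3 SD, cut at about 180% in these data; inconclusive = fewer than 70 cells counted for a yeast strain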;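 also: median GFP fluorescence of the barcode-gated MEP2-GFP cells per well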
proCasp3 act: activators of human procaspase-3 D3A mutant, primary screen, biochemical, absorbance, PC-3 D3A mutant, single concentration | Caspase-3 (Homo sapiens), P42574 | recombinant procaspase-3 D3A, Ac-DEVD-pNA absorbance 405 nm | activation, % at 8.5 µM | actives 0.11% (n = 330,000) | AID 463141, 2010;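 active = activation above the mean of all tested compounds plus 3 SD, cut at about 21% in these data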;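 also: 0% = DMSO alone and 100% = DMSO wells spiked with extra 5 µM PC-3 D3A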
Target sequence (P42574 whole entry D9A/D28A/D175A): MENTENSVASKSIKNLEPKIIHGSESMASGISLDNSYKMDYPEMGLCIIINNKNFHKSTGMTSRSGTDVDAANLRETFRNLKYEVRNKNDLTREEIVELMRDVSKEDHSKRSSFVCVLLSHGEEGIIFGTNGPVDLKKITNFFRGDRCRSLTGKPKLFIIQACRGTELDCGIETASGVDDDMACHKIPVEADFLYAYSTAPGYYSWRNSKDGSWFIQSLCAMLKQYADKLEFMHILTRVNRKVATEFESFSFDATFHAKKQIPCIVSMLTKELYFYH
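assay system = Procaspase-3 D3A mutant | signal = absorbance at 405 nm, 0 and 120 min | times = 1 h preincubation plus 2 h reaction at 25 °C | repeats = single replicate | read-out = % activation between DMSO and enzyme-spiked controls | medium = Zinc-free HEPES saline buffer with Triton X-100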
proCasp7 act: procaspase-7 activators, primary screen, counter-screen for procaspase-3 activator project, biochemical, absorbance, HTS, human. Caspase-7 (Homo sapiens), P55210. recombinant procaspase-7, Ac-DEVD-pNA absorbance 405 nm; D23A/D198A/D206A triple mutant, cannot self-cleave; scale: DMSO 0, 5 µM enzyme 100. activation, % at 8.5 µM. actives 0.093% (n = 330,000);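 active = percent activation above the screen-wide mean plus 3 SD, cut at about 25% in these data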
Target sequence (P55210 whole entry D23A/D198A/D206A): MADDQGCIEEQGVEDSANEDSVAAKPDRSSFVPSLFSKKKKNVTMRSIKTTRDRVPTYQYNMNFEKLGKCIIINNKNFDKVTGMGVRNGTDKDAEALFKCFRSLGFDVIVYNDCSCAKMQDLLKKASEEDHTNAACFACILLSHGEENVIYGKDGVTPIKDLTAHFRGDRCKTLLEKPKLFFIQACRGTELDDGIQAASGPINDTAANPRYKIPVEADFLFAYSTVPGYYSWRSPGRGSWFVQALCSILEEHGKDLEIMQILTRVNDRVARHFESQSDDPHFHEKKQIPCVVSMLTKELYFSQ
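Assay system – Uncleavable procaspase-7 mutant enzyme · Quantity – 2 µM procaspase-7 mutant as dispensed · Times – 1 h preincubation, 2 h reaction · Dosing – single nominal 8.5 µM compound dose, 0.8% DMSO final · Buffer or medium – Zinc-free 50 mM HEPES buffer, pH 7.4, with NaCl and Triton X-100 · Detection – Epi-absorbance of released pNA at 405 nm, two timepoints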
* = called active by the depositor; u = inconclusive; x = no result given; & = joins results of further samples; [ ] = dose if it differs, or a comment.

SMILES	GASC-1 inh	RPL19A-GFP yeast	CR mimetic SO	LAP4-GFP MLPCN	AHR activator	MEP2-GFP yeast	proCasp3 act	proCasp7 act
COc1ccc(Cl)cc1C(=O)NCCN1CCOCC1	-3.7	97.5	94.9	97.1	5.4	99.0	4.8	2.2
N#Cc1ccc(Sc2nc3ccccc3[nH]2)cc1C#N	-9.4	93.6	95.8	87.0	38.0	95.1	-4.7	-1.3
CS(=O)(=O)Nc1ccc(C2=NN(C(=O)CCCC(=O)O)C(c3cccs3)C2)cc1 (centres undefined)	-3.3	104.0	107.5	93.1	-0.1	103.5	5.6	2.5
O=C(CC12CC3CC(CC(Br)(C3)C1)C2)NCc1ccccc1	-14.5	106.2	105.0	97.6	8.2	103.5	5.4	6.9
CSc1ccccc1NC(=O)CN(C)C(=O)C1CCN(C(=O)Nc2ccccc2)CC1	u	90.1	93.8	91.4	2.5	90.3	0.8	9.0
O=C(NCc1ccccn1)c1cc(-c2ccccc2Cl)on1	0.0	96.8	88.4	105.5	-2.4	95.6	-1.0	3.5
Cc1ccc(OCCC(=O)Nc2ccc(S(=O)(=O)Nc3cc(C)nc(C)n3)cc2)cc1	10.2	98.0	111.8	102.6	-1.2	102.6	2.4	4.8
CCc1nn2c(=O)c(S(=O)(=O)Nc3ccccc3)c(C)nc2s1	-27.5	91.8	94.5	85.4	1.8	102.9	0.1	-3.5
COc1ccc(OC)c(CN2C(=O)c3ccccc3C2C(=O)NCc2cccnc2)c1 (centres undefined)	5.3	97.6	104.5	96.5	1.4	104.8	5.4	-0.1
O=C(CN(C(=O)CNS(=O)(=O)c1ccc(F)cc1)c1ccc(F)cc1)NCc1ccco1	-0.9	98.9	97.3	96.6	-1.7	112.0	-8.3	-1.2
O=[N+]([O-])c1ccccc1-c1cc(-c2cc(Cl)ccc2O)n[nH]1	-17.8	88.3	121.8	116.8	30.0	93.9	-9.7	5.2
Cc1ccc(NC(=O)c2c(C)nn(-c3ccccc3)c2Cl)cc1	1.6	102.3	108.5	97.2	15.0	99.2	-3.8	-1.2
O=C(NC1CCN(CC(=O)N(c2ccccc2)c2ccccc2)CC1)c1ccc([N+](=O)[O-])cc1	9.1	97.0	102.1	98.1	6.1	96.3	9.2	6.8
CCOC(=O)c1c[nH]c2ccc3ccccc3c2c1=O	2.4	103.7	98.6	91.8	7.2	107.0	5.2	14.1
COc1ccc(CCNC(=O)c2cc(S(=O)(=O)N3CCOCC3)ccc2F)cc1	1.7	103.7	118.1	97.2	-0.1	101.0	8.3	4.0
O=C(CSc1ccccc1)N1CCCC(N2CCN(c3ccc(F)cc3)CC2)C1 (centres undefined)	6.4	52.6[may fluoresce violet]	81.6	84.1[may fluoresce violet]	5.3	118.4[may fluoresce violet]	8.1	14.7
CSc1nc2c(c(=O)[nH]1)C(c1ccc(F)cc1)CC(=O)N2 (centres undefined)	15.0	96.8	103.6	111.2	1.0	109.9	1.3	9.8
COCCN(C(=O)c1ccc(NC2CC2)c([N+](=O)[O-])c1)c1c(N)n(CC(C)C)c(=O)[nH]c1=O	-4.9	89.8	113.3	105.9	1.3	109.8	2.8	-1.1
CCOc1ccc(S(=O)(=O)Oc2ccc3ccccc3c2)cc1	-7.5	109.6	113.1	118.1	-1.7	129.5	6.1	-5.8
Cc1ccc(OCCOCCN2CCCCC2)c([N+](=O)[O-])c1	5.3	103.2	90.5	96.3	6.9	102.1	11.7	12.6
Cc1cccc(C(=O)Nc2nc3ccc(S(C)(=O)=O)cc3s2)c1	10.9	107.2	101.8	99.9	x	105.5	x	x
c1ccc2c(NCCc3c[nH]c4ccccc34)c3ccccc3nc2c1	-6.1	98.6	104.5	98.9	45.8	114.6	-8.5	5.9
COc1ccc(N(Cc2cc3ccccc3[nH]c2=O)S(=O)(=O)c2ccc(C)cc2)cc1	6.0	103.6	97.6	106.9	23.1	110.7	0.1	-0.3
COC(=O)COC(=O)c1ccccc1NC(=O)c1ccccc1	2.4	96.6	99.5	97.7	0.1	103.8	5.4	-5.5
Cc1[nH]c(=O)[nH]c(=O)c1S(=O)(=O)N1CCCC(C(=O)N2CCN(c3ccccc3Cl)CC2)C1 (centres undefined)	1.7	98.7	108.7	101.5	2.8	101.5	-3.9	-18.0
CCOC(=O)C1(CCCc2ccccc2)CCN(C(=O)Cc2nonc2C)CC1	-13.5	93.1	92.5	109.7	2.7	95.9	7.5	-10.7
Fc1cccc(CO/N=C/c2c(-c3ccccc3)nc3ccc(Cl)cn23)c1	-8.8	100.7	96.8	88.2	-0.3	99.0	4.7	2.7
O=c1oc2ccc3ccccc3c2cc1-c1nc2ccccc2o1	8.3	99.5	103.8	89.7	41.3	106.1	-1.6	28.4*
CCN(C(=O)CSc1nc(N)cc(=O)[nH]1)C1CCS(=O)(=O)C1 (centres undefined)	x	96.4	82.1	96.7	0.0	100.1	-6.9	-1.3
COc1cccc(CNC2CCCCCCC2)c1OC	2.5	103.2	93.2	89.7	-0.6	111.1	3.3	4.3
Cc1ccc(C)c(S(=O)(=O)c2c(N)n(/N=C/c3ccco3)c3nc4ccccc4nc23)c1	2.7	94.8	103.3	99.2	-0.8	102.9	7.4	-12.1
COc1ccc(C(=O)Nc2nc(N)n(-c3ccccc3)n2)cc1	0.1	102.6	94.2	89.9	6.6	101.4	5.2	-0.2
NC(=O)NC(=O)CN1c2cccc3cccc(c23)S1(=O)=O	-16.9	101.7	118.9	91.2	8.7	99.0	-10.7	-6.3
CCOC(=O)Nc1ccc(OC)c([N+](=O)[O-])c1	-21.7	98.2	93.0	108.3	-1.4	99.6	-1.9	6.7
c1ccc2c(c1)CC(N1CCCCC1)c1ccccc1N2 (centres undefined)	5.7	96.1	104.6	101.6	1.4	100.3	2.7	11.5
O=S(=O)(c1ccc2nc(-c3ccccc3)[nH]c2c1)N1CCN(c2cccc(Cl)c2)CC1	0.0	100.3	80.9	97.7	15.1	101.4	-2.0	10.7
CCn1nnc2cc(C(=O)OCC(=O)N(C)Cc3cccc(F)c3)ccc21	-4.5	101.6	100.9	90.9	1.1	99.1	2.2	6.3
O=c1c(C/C=C/c2ccccc2)c(O)ccn1Cc1ccc(Cl)cc1Cl	-4.0	98.4	107.5	101.4	0.2	89.2	-2.6	-1.0
CCCCS(=O)(=O)NC1=NCN(CCOC(=O)c2ccccc2)CN1	9.3	100.1	95.6	103.0	-1.5	100.7	-1.8	12.6
Cc1ccc(NC(=O)c2ccc(CSc3ccccn3)cc2)c(O)c1	-4.2	104.3	105.1	109.1	15.8	103.4	5.3	11.9
COCc1cc(C)nc(SCC(=O)Oc2ccc(Cl)cc2)c1C#N	1.5	94.5	107.3	99.9	16.4	93.5	-5.5	-2.7
Cc1nc(N2CCOCC2)c2cc(-c3ccccc3)sc2n1	-10.4	92.2	95.9	103.1	11.6	90.2	-5.1	2.8
CCCN1C2CCCC1CC(NC(=O)c1cc(OC)cc(OC)c1)C2 (centres undefined)	9.4	106.5	85.3	96.5	1.8	105.7	-0.5	0.2
CCOC(=O)C1(Cc2ccccc2C)CCCN(C(=O)COC)C1 (centres undefined)	-1.3	103.2	100.5	92.1	-0.1	102.8	6.9	4.1
Cc1ccc(CN(CC(=O)NCC2CCCO2)S(=O)(=O)c2ccc(C)cc2)cc1 (centres undefined)	6.6	99.4	108.8	94.8	0.4	100.7	1.8	-5.4
CCCC(=O)Nc1ccc(-c2nc3ncccc3o2)cc1	-6.6	103.7	91.7	99.3	x	103.0	x	x
COc1ccc(Oc2cc(NN3CCCCC3)c([N+](=O)[O-])cc2[N+](=O)[O-])cc1OC	-4.5	104.8	106.3	105.5	3.6	94.9	0.4	5.6
O=C(NCc1ccccc1)C(c1ccncc1)N(C(=O)c1ccccn1)c1ccccc1 (centres undefined)	2.8	102.4	101.0	99.3	2.1	97.8	-10.1	-3.3
O=C(NC1=NCCS1)c1cc(-c2cccc(Br)c2)nc2ccccc12	12.6	99.9	91.6	109.5	44.3	104.5	-5.5	11.2
CC(=O)Nc1ccc(OS(=O)(=O)c2c(C)cc(C)cc2C)cc1	-0.8	102.1	75.2	100.4	10.1	107.4	3.8	-2.4
CCn1ncc(Cl)c1C(=O)Nc1cc(Cl)ccc1Cl	3.7	x	81.7	103.2	-1.2	101.2	-0.9	5.6
CC(C)C(=O)N1CCN(c2ccc(NC(=O)c3ccc(Br)o3)cc2)CC1	11.1	103.2	97.4	98.5	-1.5	102.0	1.3	0.7
COc1ccccc1Nc1cc(N2CCOCC2)c2nonc2c1[N+](=O)[O-]	7.6	113.2	96.7	99.4	6.5	111.4	7.5	9.1
Cc1ccccc1Cn1c(=O)[nH]c2ccccc21	0.0&50.3	99.9	95.4	94.3	-0.6	106.1	10.4	12.8
COC(=O)c1scc(C)c1NC(=O)Nc1ccccc1	-2.3	104.6	89.0	100.9	1.8	101.3	-0.2	4.5
O=C1OC(Cc2ccccn2)C(O)=C1C1=NCCCN1 (centres undefined)	1.5	100.1	113.3	100.1	-5.7	113.4	7.1	-1.8
CC(=O)N1C(C)(C)CC(=NOC(=O)c2ccc(C)cc2)CC1(C)C	13.2	96.2	99.6	105.2	1.6	92.8	-2.2	2.3
NCCCCC(N)c1cn([C@@H](CCC(=O)O)C(=O)N2CCNCC2)nn1 (some centres undefined)	-3.5	99.7	93.0	107.4	0.7	92.5	9.0	0.1
O=C(/C=C/c1ccc(S(=O)(=O)N2CCOCC2)cc1)N(CCO)Cc1ccccc1	5.9	97.8	94.8	108.9	5.1	102.9	2.6	-6.8
O=C(NC(=S)NC1CCC(O)CC1)c1ccco1 (centres undefined)	1.4	98.1	108.8	102.4	2.6	101.2	4.1	-10.3

Shown with values under each structure: entries from further up.
Results follow in this order: GASC-1 inh, RPL19A-GFP yeast, CR mimetic SO, LAP4-GFP MLPCN, AHR activator, MEP2-GFP yeast, proCasp3 act, proCasp7 act
- NCCCCC(N)c1cn([C@@H](CCC(=O)O)C(=O)N2CCNCC2)nn1 (some centres undefined)
    -3.5, 99.7, 93.0, 107.4, 0.7, 92.5, 9.0, 0.1
- O=C(/C=C/c1ccc(S(=O)(=O)N2CCOCC2)cc1)N(CCO)Cc1ccccc1
    5.9, 97.8, 94.8, 108.9, 5.1, 102.9, 2.6, -6.8

Limited to MEP2-GFP yeast (4 entries from above):
mol	MEP2-GFP yeast
COC(=O)c1scc(C)c1NC(=O)Nc1ccccc1	101.3
O=C(NC1=NCCS1)c1cc(-c2cccc(Br)c2)nc2ccccc12	104.5
O=C(NC(=S)NC1CCC(O)CC1)c1ccco1 (centres undefined)	101.2
Cc1ccccc1Cn1c(=O)[nH]c2ccccc21	106.1
